# Tau fibril FP – tau fibrillization inhibition (FP); P10636; K18 P301L tau heparin fibrillization, Alexa594 FP, 6 h; Potency, µM (top dose mostly 57.7 µM), without a hit: at the highest dose activity, negative = inhibition, usual class: inhibitors; actives 0.39% (n = 280,000); AID 1468; also: potency is read from the fitted curve at half-maximal effect; % is scaled to controls: 0 for no effect and ±100 for the full control effect; nearly all actives have a fitted effect of over 55% in size
#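 FP of Alexa 594-tau after heparin (20 uM) induction. Substrate: human K18 P301L, 15 uM unlabeled, 0.24 uM labeled. Buffer 100 mM sodium acetate pH 7. 6 hr, 37 C.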
# Tau fluor cs – counter-screen for tau fibril formation inhibitors; tau K18 P301L (four-repeat tau fragment) Alexa594 fluorescence, heparin fibrillization; actives 0.93% (n = 280,000); AID 1463; Potency, µM (doses to about 57.7 µM), inactives show top-dose activity change, negative = decrease; also: potency is read from the fitted curve at half-maximal effect; % is scaled to controls: 0 for no effect and ±100 for the full control effect; nearly all actives have a fitted effect of over 55% in size
#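 Human K18 P301L tau (15 uM unlabeled plus 0.24 uM Alexa 594-labeled, final) in 100 mM sodium acetate pH 7 was mixed with compound and 20 uM heparin and incubated 6 hr at 37 C.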
# NPSR antag – neuropeptide S receptor (human) antagonism, cAMP; CHO-NPSR cells, cAMP TR-FRET, antagonist mode; actives 1% (n = 220,000); Potency, µM (top dose mostly 38.3 µM), inactives show at the top dose activity change, negative = inhibition, hits mostly inhibitors; Q6W5P4; also: potency is read from the fitted curve at half-maximal effect; % is scaled to controls: 0 for no effect and ±100 for the full control effect; nearly all actives have a fitted effect of over 50% in size; many of its hits are not listed in these tables
# TRb-SRC2 inh – TRbeta-SRC2 interaction inhibition; AID 1469; Potency, µM (titrated, usually from 106 µM), inactives show top-dose activity change, negative = inhibition, usual class: inhibitors; TRbeta-SRC2 peptide binding, fluorescence polarization; receptor liganded with 1 µM T3; actives 0.065% (n = 280,000); P10828;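 also: potency is read from the fitted curve at half-maximal effect; plate controls were bound peptide for no effect and peptide without receptor for full effect; nearly all actives have a fitted effect of over 50% in size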
# Target sequence (P10828 whole entry, looked up): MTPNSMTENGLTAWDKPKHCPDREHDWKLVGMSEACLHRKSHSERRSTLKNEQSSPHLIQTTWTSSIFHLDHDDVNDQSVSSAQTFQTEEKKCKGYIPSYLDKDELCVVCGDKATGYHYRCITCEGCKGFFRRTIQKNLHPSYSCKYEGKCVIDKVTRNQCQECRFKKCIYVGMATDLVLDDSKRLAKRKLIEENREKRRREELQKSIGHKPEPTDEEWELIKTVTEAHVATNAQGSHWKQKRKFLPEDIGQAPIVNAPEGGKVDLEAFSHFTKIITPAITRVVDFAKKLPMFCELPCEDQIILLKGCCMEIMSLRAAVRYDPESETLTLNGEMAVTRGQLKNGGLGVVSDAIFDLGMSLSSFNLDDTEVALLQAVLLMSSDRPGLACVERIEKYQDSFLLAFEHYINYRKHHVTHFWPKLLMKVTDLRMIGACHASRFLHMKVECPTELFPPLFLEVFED
#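 TRb LBD 0.6 uM + Texas Red SRC2 peptide 20 nM, 1 uM T3, Tris buffer w/ 5% DMSO; compound pinned, 5 h RT; FP read ex 555/em 632; normalized to unbound and bound controls.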
# CBFb RUNX1 block – blocks binding between human CBF-beta and RUNX1 | Q01196+Q13951 | AlphaScreen CBFb-His/RUNX1-biotin binding, biochemical | Potency, µM (highest dose often 59.8 µM), for the others: at the highest dose activity, negative = inhibition, hits mostly inhibitors | 230,000 tested, under 10 active | AID 1477; also: % of control where 0% means no effect
#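 Interaction loss through any mechanism counts as activity. Pre-formed complex of His-CBF-beta and biotin-RUNX1 (30 nM apiece) is incubated with compound 15 min, then with 50 ng nickel and 50 ng streptavidin beads for 90 min before AlphaScreen detection.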
# Epigenetic derep – regulators of epigenetic silencing causing reporter derepression in mouse cells. murine LDR cells, GFP reporter derepression, 30 h. Potency, µM (top dose mostly 53.9 µM), inactives show top-dose GFP activation, usual class: activators. actives 0.2% (n = 280,000). AID 1865; also: potency is read from the fitted curve at half-maximal effect; % of control where 0% means no effect; nearly all actives have a fitted effect of over 60% in size
#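 GFP-positive cell count by laser-scanning cytometry (objects 20–120 um) after 30 h, 37 C compound exposure of murine LDR cells; reporter is CMV-GFP integrated at a silenced locus, inducible by HDAC or DNMT inhibitors.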
# TR SRC2 fluor cs – alters Texas Red total fluorescence, flagging assay interference. Potency, µM (titrated, usually from 106 µM), for inactives: top-dose fluorescence change, negative = quenching. actives 0.29% (n = 280,000). TRb/SRC2 Texas Red total fluorescence interference; active = well fitted curve in either direction with a large enough effect; inconclusive = small, poorly fitted or top-dose-only effect; also: potency is read from the fitted curve at half-maximal effect; % is scaled to controls: 0 for no effect and ±100 for the full control effect
#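 Human TRβ ligand-binding domain (0.6 uM) and Texas Red SRC2 peptide (20 nM) in Tris buffer with 1 uM T3 and 5% DMSO were incubated with pinned compound for 5 hr at ambient temperature. Total fluorescence was computed as S + 2P (555/632 nm).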
# GLA spleen mod – alpha-galactosidase A (human) modulation; actives 0.008% (n = 240,000); human spleen homogenate, 4MU-alpha-Gal fluorescence, 40 min; Potency, µM (highest dose often 80 µM), for inactives: top-dose activity change, negative = inhibition, usual class: inhibitors; P06280; AID 2107;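 also: potency is read from the fitted curve at half-maximal effect; 0% = enzyme with vehicle and -100% = no enzyme basal signal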
# Target sequence (P06280 32-429 limits assumed): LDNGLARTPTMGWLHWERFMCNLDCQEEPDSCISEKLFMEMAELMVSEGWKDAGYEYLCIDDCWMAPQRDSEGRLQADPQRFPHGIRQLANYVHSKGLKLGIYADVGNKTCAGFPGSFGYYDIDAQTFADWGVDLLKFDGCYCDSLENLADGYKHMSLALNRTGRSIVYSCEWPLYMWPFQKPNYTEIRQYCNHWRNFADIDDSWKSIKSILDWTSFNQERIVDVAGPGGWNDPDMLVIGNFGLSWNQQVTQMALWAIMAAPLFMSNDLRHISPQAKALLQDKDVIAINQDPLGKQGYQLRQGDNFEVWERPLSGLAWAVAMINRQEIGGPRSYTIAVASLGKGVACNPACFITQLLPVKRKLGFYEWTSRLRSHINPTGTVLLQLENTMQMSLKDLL
#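 Fluorogenic readout (Ex 365/Em 440 nm) of 4-methylumbelliferone released from 1 mM 4-MU-alpha-galactoside by spleen homogenate, 40 min at 37C, pH 5.0. Data normalized to no-enzyme and enzyme controls; Hill-equation AC50 from compound titrations.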
# An asterisk follows results filed as active; ? = inconclusive; . = no result given; [ ] = another dose, or the depositor's remark. Unless noted, calls follow the shape of the dose curve; as a rule, active = well fitted curve in the direction sought with a large enough effect; inconclusive = small, poorly fitted or top-dose-only effect, or another doubt; inactive = no such curve, though single readings can be large; an effect the other way counts as inactive or inconclusive. An excerpt (hit frequency here may not be typical).
SMILES,Tau fibril FP,Tau fluor cs,NPSR antag,TRb-SRC2 inh,CBFb RUNX1 block,Epigenetic derep,TR SRC2 fluor cs,GLA spleen mod
Cc1ccc(C(C(=O)Nc2ccc3c(c2)OCO3)N(C)C(=O)/C=C\c2ccc3c(c2)OCO3)cc1 (stereo not given),0%,?,-5%,7%,?,0.9%,-1%,-2%
O=C(Nc1cccc(C(F)(F)F)c1)c1cc2c(=O)c3ccccc3oc2nc1C(F)(F)F,?,?,?,7%,10%,3.9%,0%,2%
CN(C(=O)c1ccccn1)c1nnc(-c2cnccn2)s1,-7%,-13%,-20%[46.1 µM],-5%,5%,-2.5%,5%,9%
CC1CCN(c2oc(Cc3cccc4ccccc34)nc2C#N)CC1,6%,-16%,-17%[46.1 µM],0%,?,0.8%,-4%,7%
Clc1cc(CSc2ccccc2)nc(-c2ccccc2)n1,-15%,-17%,-3%[46.1 µM],6%,?,-0.9%,1%,2%
NC(=O)c1ncc(C(F)(F)F)cc1Oc1ccc(F)cc1,-1%,-12%,-15%[46.1 µM],-2%,-4%,0.0%,0%,-5%
CCOC(=O)C1(Cc2ccccc2)CCCN(Cc2ccncc2)C1 (stereo not given),4%,3%,10%,8%,0%,2.1%,-4%,-4%
COc1ccc(CNC(=O)Cn2nnc(-c3ccc(S(C)(=O)=O)cc3)n2)cc1,-9%,-2%,.,1%,.,0.0%,0%,.
COCCNC(=S)c1ccc(Br)cc1,-5%,-9%,11%,-4%,3%,-4.5%,-1%,-4%
CCOC(=O)c1cnn2c(C(F)(F)F)cc(-c3ccco3)nc12,4%,-11%,11%[46.1 µM],7%,4%,-8.9%,-6%,?
O=C(c1ccc(Cl)cc1)c1ccc(OCC(=O)N2CCOCC2)cc1,12%,1%,2%[46.1 µM],-2%,8%,0.0%,-4%,-25%
COc1ccc(Cn2c(C(=O)O)c(CNCCc3ccco3)c3ccc(OC)cc32)cc1,-3%,-14%,.,3%,.,15%,0%,.
O=C(NCCN1CCC(Cc2ccccc2)CC1)C1CCCN(S(=O)(=O)c2cnc[nH]2)C1 (stereo not given),-1%,-2%,-10%[46.1 µM],-3%,-3%,-2.2%,-1%,-5%
Cn1cc(C(=O)c2ccc(Cl)cc2Cl)cc1C(=O)O,4%,5%,-11%[46.1 µM],-8%,4%,-2.7%,0%,8%
N#Cc1ccccc1OCC(O)CS(=O)(=O)c1ccccc1 (stereo not given),7%,2%,7%,2%,-3%,-1.9%[10.1 µM],-3%,2%
O=C(NNc1ccccc1)/C(=C\c1cccnc1)NC(=O)c1ccccc1,1%,-8%,12%,6%,3%,0.1%,-5%,-3%
CN(C1=NC(=O)C(CC(=O)O)S1)c1ccc(O)cc1 (stereo not given),0%,10%,12%,7%,-3%,0.1%,-2%,-8%
O=C1C(Cl)=C(NCC2CCCO2)C(=O)N1C1CCCCC1 (stereo not given),-7%,0%,-14%[46.1 µM],-23%,15%,-1.1%,-1%,-4%
O=C(Nc1nccc(-c2cccs2)n1)c1ccccc1Cl,1%,-6%,-10%[46.1 µM],-1%,4%,4.5%,-2%,0%
CCOc1ccc(C(C)=O)cc1CSc1nc(C)cc(C)n1,11%,-1%,-5%,-5%,2%,0.0%,-12%,-7%
Cc1nc(NC(=O)c2ccco2)sc1-c1csc(Nc2ccc(Cl)cc2Cl)n1,11%,?,-10%[46.1 µM],?,-4%,2.1%,?,-1%
CCCNc1nc(N2CCCC2)nc(N2CCCC2)n1,1%,4%,-51%,-6%,5%,-0.2%,-1%,-1%
Cc1cc(NC(=O)/C(C#N)=C/c2ccc(-c3cccc(C(F)(F)F)c3)o2)n(-c2ccccc2)n1,8%,-7%,-3%,13%,-4%,?,0%,-3%
O=C(NCCNc1ccc([N+](=O)[O-])cc1)c1ccc(Cl)cc1,-1%,-29%,-16%,-2%,-15%,-1.4%,0%,-6%
COC(=O)c1c(-c2cccs2)csc1NC(=O)COc1ccc(C(C)(C)C)cc1,-20%,-22%,.,-5%,.,1.1%,-12%,.
CC(=O)c1ccc(N2C(=O)Nc3ccccc3S2(=O)=O)cc1,-2%,-4%,.,4%,.,1.3%,?,.
Cc1cccc(C)c1OCCOC(=O)c1n[nH]c2ccccc12,-15%,?,-32%,5%,19%,4.4%,-1%,-4%
Cc1ccccc1CSCC(=O)NC(=O)NCc1ccco1,-2%,-7%,-22%[46.1 µM],12%,3%,-6.9%,1%,-2%
COc1ccc(C2C(C(C)=O)=C(O)C(=O)N2CCCn2ccnc2)cc1OC (stereo not given),-2%,2%,10%[46.1 µM],-4%,4%,0.0%,-9%,5%
COc1ccccc1CNc1ncnc2nc[nH]c12,6%,0%,15%,-4%,-2%,-1.0%,-2%,-3%
COc1ccc(NC(=O)c2cc3c([nH]c4ccccc43)c(C)n2)cc1,?,?,-36%,-3%,0%,3.9%,-2%,4%
COCCNC(=O)C(c1ccco1)N(C(=O)Cn1nnc2ccccc21)c1cccc(C)c1C (stereo not given),5%,-2%,-8%[46.1 µM],-1%,8%,0.9%,1%,-1%
O=C(O)CCCN=CC1=C(O)C(C(=O)c2ccccc2)CCC1=O (stereo not given),-12%,-4%,6%[46.1 µM],-2%,8%,2.4%,1%,-2%
N=c1ccn(CC(=O)NC(N)=O)c2ccccc12,1%,-12%,-1%[46.1 µM],-1%,-2%,3.8%,-2%,?
COc1ccc(C(=O)c2oc3ccc(Br)cc3c2NC(C)=O)cc1,?,-24%,?,2%,9%,-0.9%,1%,9%
O=C(Cc1cccc2ccccc12)N/N=C/c1ccc(OC(=O)/C=C/c2ccco2)cc1,?,-28%,-1%[46.1 µM],0%,-22%,0.0%,-6%,1%
Cc1ccc(N(C(=O)CCC(=O)Nc2nccs2)C(C(=O)NC(C)(C)C)c2ccc(O)cc2)cc1 (stereo not given),-3%,-6%,-16%,3%,3%,?,-1%,3%
CC(C)N=c1cc2n(-c3ccc(Cl)cc3)c3ccccc3nc-2cc1Nc1ccc(Cl)cc1,.,.,.,-6%[53 µM],-24%[21.7 µM],0.0%[16.9 µM],3%[53 µM],-6%[29.1 µM]
O=C(O)C1CCCCC1C(=O)Nc1cc(C(F)(F)F)ccc1Cl (stereo not given),?,-14%,-7%,4%,15%,0.0%,4%,3%
COC(=O)[C@@]1(Cc2ccccc2)[C@H]2c3cc(C(=O)N(C)C)n(Cc4nc5ccccc5[nH]4)c3C[C@H]2CN1C(=O)c1ccccc1,-8%,-24%,.,-1%,6%,5.0%,-1%,7%
Cc1ccc2oc(C(=O)Nc3nnc(C)s3)c(C)c2c1,-7%,-5%,18%[46.1 µM],4%,3%,-0.7%,-1%,-3%
OC(Cn1ccnc1)c1ccc(Cl)cc1Cl (stereo not given),-1%,2%,10%[46.1 µM],-10%,3%,0.9%,1%,2%
COc1ccc(C(CNC(=O)CCOc2ccccc2)N(C)C)cc1 (stereo not given),-2%,-9%,-7%[46.1 µM],-15%,0%,0.9%,0%,6%
O=C(c1ccco1)n1nc(NCc2ccccc2)nc1NCc1ccccc1,-7%,-25%,?,-13%,5%,-1.0%,-1%,2%
Cc1cc(C)c(OC2(c3ccccc3)OC(=O)c3ccccc32)c(C)c1 (stereo not given),-10%,-16%,?,12%,26%,-1.4%,2%,0%

# Record cards (already shown).
# O=C(O)C1CCCCC1C(=O)Nc1cc(C(F)(F)F)ccc1Cl (stereo not given) is entered as Tau fibril FP = ?; Tau fluor cs = -14%; NPSR antag = -7%; TRb-SRC2 inh = 4%; CBFb RUNX1 block = 15%; Epigenetic derep = 0.0%; TR SRC2 fluor cs = 4%; GLA spleen mod = 3%
# NC(=O)c1ncc(C(F)(F)F)cc1Oc1ccc(F)cc1 is entered as Tau fibril FP = -1%; Tau fluor cs = -12%; NPSR antag = -15%[46.1 µM]; TRb-SRC2 inh = -2%; CBFb RUNX1 block = -4%; Epigenetic derep = 0.0%; TR SRC2 fluor cs = 0%; GLA spleen mod = -5%

# Part of the list above in order of molecular weight, highest first.
SMILES,Tau fibril FP,Tau fluor cs,NPSR antag,TRb-SRC2 inh,CBFb RUNX1 block,Epigenetic derep,TR SRC2 fluor cs,GLA spleen mod
O=C(NNc1ccccc1)/C(=C\c1cccnc1)NC(=O)c1ccccc1,1%,-8%,12%,6%,3%,0.1%,-5%,-3%
CCOC(=O)c1cnn2c(C(F)(F)F)cc(-c3ccco3)nc12,4%,-11%,11%[46.1 µM],7%,4%,-8.9%,-6%,?
Cn1cc(C(=O)c2ccc(Cl)cc2Cl)cc1C(=O)O,4%,5%,-11%[46.1 µM],-8%,4%,-2.7%,0%,8%
